# DAX1 inh-1: inhibits human nuclear receptor DAX1; HEK293 Gal4-DAX1 luciferase reporter, luminescence; inhibition, % at 6.75 µM; actives 0.99% (n = 340,000); AID 504766;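 active = inhibition above the mean over all tested compounds plus 3 SD, cut at about 4.2% in these data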;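 also: 0% = DAX1-transfected cells with DMSO and 100% = empty-vector control cells with DMSO; inhibition shows as a rise in luminescence from relieved DAX1 repression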
# Target sequence (P51843 207-470 limits assumed): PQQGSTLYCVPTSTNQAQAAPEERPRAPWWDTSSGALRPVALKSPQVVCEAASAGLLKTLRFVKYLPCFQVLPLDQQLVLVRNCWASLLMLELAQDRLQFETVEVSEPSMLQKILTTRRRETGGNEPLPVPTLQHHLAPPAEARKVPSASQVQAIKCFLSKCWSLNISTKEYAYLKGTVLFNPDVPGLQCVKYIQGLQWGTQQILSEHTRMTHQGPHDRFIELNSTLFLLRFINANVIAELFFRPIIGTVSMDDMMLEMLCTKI
# PLCb3 inh: PLC-beta3 (human) inhibition, primary screen | Q01970 | Purified PLC-beta3, fluorogenic substrate, fluorescence | inhibition, % at 12.2 µM | actives 0.18% (n = 370,000); in the data active = inhibition above about 11%;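 also: 0% = median of compound wells on plate and 100% = full blocker control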
# SMARCA2 activ: SMARCA2 function activation, primary screen. activation, % at 9.1 µM. MG213 cells, MMTV-luciferase reporter, dexamethasone, overnight. actives 1% (n = 370,000); in the data active = activation above about 7.8%;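 also: 0% = vehicle wells and 100% = reference activator wells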
# NR1D1 modulator: Rev-erb alpha (human) modulation | AID 1259318 | P20393 | actives 0.79% (n = 370,000) | Rev-erbα–FITC-DNA binding, fluorescence polarization, 90 min | activity, % at 10 µM;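 active = activity above about 14%, limit read from the data; passing the limit was not always enough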;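 also: 0% = DMSO wells with 35 nM protein and 100% = DMSO wells with 750 nM protein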
# PG9 Ab binder: small molecules binding HIV-1 gp120 antibody PG9. inhibition, % at 6.7 µM. TR-FRET gp120-PG9 antibody binding. actives 0.43% (n = 360,000); in the data active = inhibition above about 8.5%
# HGIII-sPLA2 inh: Inhibits HGIII-sPLA2 liposome hydrolysis, primary screen; AID 743126; QFRET BODIPY PC-A2 liposome hydrolysis, fluorescence; actives 0.56% (n = 370,000); inhibition, % at 12.2 µM;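 active = inhibition above mean plus 3 SD of compounds lying within the high and low control bounds, cut at about 19% in these data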;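 also: 0% = median of test compound wells and 100% = no enzyme DMSO wells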
# Target sequence (Q9NZ20 whole entry, looked up): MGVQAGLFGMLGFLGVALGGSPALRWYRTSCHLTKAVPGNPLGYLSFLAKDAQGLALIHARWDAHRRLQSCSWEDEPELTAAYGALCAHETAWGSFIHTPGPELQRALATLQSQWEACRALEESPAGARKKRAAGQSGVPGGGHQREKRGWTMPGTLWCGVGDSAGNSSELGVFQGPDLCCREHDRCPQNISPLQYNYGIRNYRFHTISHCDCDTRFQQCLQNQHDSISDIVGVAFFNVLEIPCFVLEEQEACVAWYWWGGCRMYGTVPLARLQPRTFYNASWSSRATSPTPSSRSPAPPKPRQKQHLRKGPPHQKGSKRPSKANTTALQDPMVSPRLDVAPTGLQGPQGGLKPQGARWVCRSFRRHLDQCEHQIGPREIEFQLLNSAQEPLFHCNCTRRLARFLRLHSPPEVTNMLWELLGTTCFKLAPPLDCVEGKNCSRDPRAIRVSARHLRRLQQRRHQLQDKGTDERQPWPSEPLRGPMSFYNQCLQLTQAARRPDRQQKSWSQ
# hgDAF12 agonist: agonists of H. glycines DAF-12 nuclear receptor; HEK293 GAL4-hgDAF12 UAS-luciferase reporter, agonist luminescence; normalized to butyrate control; activation, % at 6.8 µM; actives 1.8% (n = 370,000);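 active = activation above a cutoff set at the mean of all screened compounds plus 3 SD, cut at about 10% in these data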;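 also: 0% = DMSO wells and 100% = sodium butyrate wells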
# FXN GAA850 act: frataxin GAA850 promoter activation; HEK293 lucGAA850 FXN promoter luciferase reporter, 24 h; percent of 10 µM SAHA response; activation, % at 6 µM; actives 0.56% (n = 360,000); AID 540364;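 active = activation above the average of all compounds screened plus 3 SD, cutoff fixed separately per campaign, cut at about 7.5% in these data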;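 also: 0% = DMSO wells and 100% = 10 µM SAHA wells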
# DAX1 inh-2: DAX1 (NR0B1) inhibition, primary screen; HEK293T StAR-luciferase reporter, SF-1/DAX-1 repression relief; inhibition, % at 6.8 µM; actives 1.1% (n = 370,000); AID 652010;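 active = inhibition above the mean over all tested compounds plus 3 SD, cut at about 3.6% in these data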;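 also: 0% = DAX-1 cells with DMSO and 100% = cells lacking DAX-1 with DMSO; higher inhibition means more luminescence from relief of DAX-1 repression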
# ssDAF-12 act: activators of S. stercoralis DAF-12 nuclear receptor; AID 652126; activation, % at 6.8 µM; actives 1% (n = 370,000); HEK293 ssDAF-12/GRIP1 lit1-tk-luc reporter, luminescence; % of 3 µM dafachronic acid response;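 active = activation above the mean over all tested compounds plus 3 SD, cut at about 0.9% in these data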;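 also: 0% = DMSO-only wells and 100% = 3 µM delta7-dafachronic acid wells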
# hcDAF-12 act: H. contortus DAF-12 activation, primary screen | HEK293 hcDAF-12 lit1-tk-luc reporter, luminescence; 0% DMSO, 100% Δ7-dafachronic acid | activation, % at 6.8 µM | actives 1.4% (n = 370,000) | AID 652067;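 active = activation above the mean of all tested compounds plus 3 SD, cut at about 5.5% in these data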;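 also: 100% = response to 3 µM Δ7-dafachronic acid high control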
# Numbers without * were called inactive; nt = no result given; & = joins results of further samples; ! = not confirmed by another sample.
SMILES,DAX1 inh-1,PLCb3 inh,SMARCA2 activ,NR1D1 modulator,PG9 Ab binder,HGIII-sPLA2 inh,hgDAF12 agonist,FXN GAA850 act,DAX1 inh-2,ssDAF-12 act,hcDAF-12 act
CCN1CCN(C(=O)CCN2C(=O)c3ccccc3C2=O)CC1,-0.4,0,-1,6,-2.4,5,4.1,2.1,0.3,0.3,-1.0
O=C(NNC(=O)C(O)(c1ccccc1)c1ccccc1)C1CC1,-1.0,-11,-4,-3,-0.8,13,-1.0,0.6,0.6,0.1,-0.4
CCNc1nc(NC(C)C)nc(N(C)C#N)n1,0.9,-4,-1,-4,-0.9,-3,3.6,4.6,-0.3,-1.4,0.1
COCCN(C(=O)CSCC(=O)Nc1ccc(C)cc1)c1c(N)n(CC(C)C)c(=O)[nH]c1=O,-0.1,-7,1,-2,-1.2,1,2.8,1.4,-1.5,-1.0,0.0
COC(=O)c1ccccc1NC(=O)C1CC(=O)N(c2ccc(F)cc2)C1 (stereo unspecified),1.3,2,2,5,-3.5,2,2.7,0.8,-0.2,-1.6,0.5
O=S(=O)(CCSc1nc2ccccc2o1)c1nc2ccccc2s1,-0.3,1,-3,1,-1.1,5,-2.7,-15,-0.1,-1.2,0.5
O=C1C(=O)N(CCCN2CCOCC2)C(c2cccs2)/C1=C(/O)c1ccc2c(c1)OCO2 (stereo unspecified),nt,-8,2,5,-0.1,0,0.7,nt,-0.3,-1.0,-1.4
Cc1c(NCc2cc(Cl)ccc2O)c(=O)n(-c2ccccc2)n1C,-0.1,-9,1,-1,3.0,-9,-1.1,-1.6,-0.2,-0.3,0.4
CCOc1ccc(-c2nc(C#N)c(NCC3CCCO3)o2)cc1 (stereo unspecified),-1.3,-221,0,-2,-0.2,1,9.2,6.4,1.3,-1.8,-2.5
Cc1nn(C)cc1C(C)NCc1c(C(=O)N2CCCCCCC2)nc2ccc(Cl)cn12 (stereo unspecified),-0.4,0,-4,10,-0.8,5,0.5,0.3,0.2,-1.8,-0.9
COc1ccccc1-c1nc(C#N)c(N2CCC(C(N)=O)CC2)o1,-0.6,-148,-5,-3,-0.5,1,-2.7,0.7,-0.7,-1.6,-0.1
Cc1cccc(C)c1NC(=O)C(C)Sc1nnc(C)n1CC1CCCO1 (stereo unspecified),-0.5,-5,-2,-8,-0.1,-6,-0.1,-0.7,0.4,-1.7,-1.9
COC(=O)C(NS(=O)(=O)c1ccccc1Cl)c1ccccc1 (stereo unspecified),0.9,1,0,-2,0.0,-2,-1.6,-0.3,0.3,-1.2,-1.5
CC(=O)Nc1ccc(NC(=O)C2CC(=O)N(c3ccc(Cl)cc3)C2)cc1 (stereo unspecified),0.0,-4,3,-3,-0.1,-1,-2.2,0.5,0.4,-0.4,-1.2
CC[C@@]1(C(=O)OC)N[C@H](CN(C)S(=O)(=O)c2ccc(-c3ccccc3)cc2)[C@@H]2C(=O)N(C)C(=O)[C@@H]21,-0.8,4,-7,4,-1.1,-8,0.9,-1.6,-0.1,-1.5,1.6
COc1ccccc1-c1cc(C(F)(F)F)nc(S(=O)(=O)CCCC(=O)NCc2ccc(F)cc2)n1,-0.7,-48,1,-3,1.0,-2,1.8,-1.4,-0.4,-1.3,-0.9
COC(=O)c1ccc2nc(-c3ccc(F)cc3)c(Cc3ccc(OC)cc3C)n2c1,nt,-55,-2,0,-0.7,1,0.8,nt,3.2,-1.1,-0.6
C(#Cc1ccccc1)C[N+]1(CC#Cc2cccc3ccccc23)CCOCC1,-0.3,4,0,2,-2.3,-2,-2.7,-1.0,-0.3,-0.6,-1.0
O=C(O)c1ccc2c(c1)OCCCO2,1.8,-5,1,-4,0.3,-3,2.4,0.1,0.1,-1.1,0.0
Cc1ccc(NC(=O)c2sc3ncn(CC(=O)N4CCN(c5ccccn5)CC4)c(=O)c3c2C)cc1F,-0.8,-5,1,-2,-1.7,-6,-0.4,-0.8,1.5,-1.4,0.6
CN(C(=O)CCc1nnc(-c2ccc(-c3ccccc3)cc2)o1)C1CCOCC1,-1.0,-9,-5,1,-2.7,-1,-6.3,-6.7,-5.3,-2.0,-5.7
c1ccc2c(c1)[nH]c1c(N3CCSCC3)ncnc12,-2.5,-57,-2,-2,-0.3,6,-5.5,0.9,-1.7,-0.4,-1.2
O=C(O)CN(c1ccccc1F)S(=O)(=O)c1ccccc1,-0.2,2,-4,-3,-2.1,3,2.3,0.3,0.2,-0.9,-1.3
Cc1cc(C(F)(F)F)nn2cnnc12,0.8,3,-2,-3,0.2,0,2.1,-0.3,0.1,-0.8,-0.3
Nc1nc(SCC(=O)Nc2cccnc2Cl)n[nH]1,1.9,-8,-4,1,0.1,7,-3.2,-0.6,-1.1,-1.5,-1.7
COc1ccc2oc(C(=O)OCC(=O)N(C)CC(=O)Nc3ccc(F)cc3)c(C)c2c1,1.1,-90,1,-2,1.5,-13,2.0,-0.8,1.7,-1.1,-1.9
O=C(c1ccccc1)C1CN(Cc2ccccc2)CCC1(O)c1ccccc1 (stereo unspecified),2.4,-4,-3,4,1.6,2,5.8,-0.4,0.7,-1.0,0.1
Cc1cccc(C)c1Oc1nc(-c2ccccc2)ncc1S(=O)(=O)c1ccccc1,-0.7,4,0,7,-2.1,-3,2.0,-1.3,0.6,-1.5,-1.4
CCCCCC(=O)NC(=S)Nc1ccc(N2CCCCC2)c(Cl)c1,-1.0,9,-4,0,-1.5,7,0.0,0.1,0.8,-1.0,0.0
COc1ccccc1/C=N/NC(=O)CNC(=O)c1ccc(S(=O)(=O)N2CCCC2)cc1,0.2,2,-1,-7,-1.7,-4,1.1,3.5,-0.3,-1.3,0.0
O=C(/C=C/c1ccc(OCCCF)cc1)N1CCOCC1,2.7,-2,7,6,-2.8,-1,3.6,1.3,0.3,-0.8,1.7
CCOC(=O)Cc1csc(NC(=O)COc2ccc(OC)cc2)n1,0.0,-2,-5,-10,-0.7,9,1.1,-0.8,0.0,-1.8,-0.4
CCc1ccc(NC(=O)C/C(C)=N/NC(=O)OCc2ccc(OC)cc2)cc1,0.0,1,1,5,-0.8,-35,-2.8,1.0,-0.4,-1.2,-1.4
CCN(CC)CCn1c(=S)[nH]c2cc(C(=O)NCc3ccc(C)cc3)ccc2c1=O,0.6,-55,4,0,-0.6,11,-0.8,2.7,-0.5,-1.5,-2.5
COc1ccc(NC(=O)c2ccco2)cc1N,0.4,2,1,0,-2.5,1,1.0,1.8,0.4,-0.8,0.6
Cc1ccc(NCC(=O)N=Nc2c(O)n(C)c3ccccc23)cc1,-0.4,-1,-1,-1,-2.7,-2,2.4,6.6,1.1,-0.9,3.0
Brc1ccc(-c2nnc3c4ccccc4nc(N4CCOCC4)n23)cc1,1.2,2,0,-1,0.7,3,-1.2,2.6,0.4,-0.9,-1.1
Cc1ccccc1CN1CCCCC(NC(=O)Nc2cccc(F)c2)C1=O (stereo unspecified),nt,3,-3,5,nt,-5,-1.6,nt,-2.4,-1.2,-4.5
COc1cccc(NC(=O)C2CCN(S(=O)(=O)c3ccc4c(c3)OCCO4)CC2)c1,1.1,-1,0,3,-2.2,-19,-2.5,2.0,-0.1,-1.4,0.9
Cc1ccc(N(C(=O)c2ccc3c(c2)OCO3)C2C=CS(=O)(=O)C2)cc1 (stereo unspecified),-0.8,6,-2,0,1.0,-1,1.7,-1.5,0.7,-0.6,-0.9

# One compound at a time, as listed above:
# Cc1ccccc1CN1CCCCC(NC(=O)Nc2cccc(F)c2)C1=O (stereo unspecified) is listed with DAX1 inh-1: nt; PLCb3 inh: 3; SMARCA2 activ: -3; NR1D1 modulator: 5; PG9 Ab binder: nt; HGIII-sPLA2 inh: -5; hgDAF12 agonist: -1.6; FXN GAA850 act: nt; DAX1 inh-2: -2.4; ssDAF-12 act: -1.2; hcDAF-12 act: -4.5
# c1ccc2c(c1)[nH]c1c(N3CCSCC3)ncnc12 is listed with DAX1 inh-1: -2.5; PLCb3 inh: -57; SMARCA2 activ: -2; NR1D1 modulator: -2; PG9 Ab binder: -0.3; HGIII-sPLA2 inh: 6; hgDAF12 agonist: -5.5; FXN GAA850 act: 0.9; DAX1 inh-2: -1.7; ssDAF-12 act: -0.4; hcDAF-12 act: -1.2
# O=C(/C=C/c1ccc(OCCCF)cc1)N1CCOCC1 is listed with DAX1 inh-1: 2.7; PLCb3 inh: -2; SMARCA2 activ: 7; NR1D1 modulator: 6; PG9 Ab binder: -2.8; HGIII-sPLA2 inh: -1; hgDAF12 agonist: 3.6; FXN GAA850 act: 1.3; DAX1 inh-2: 0.3; ssDAF-12 act: -0.8; hcDAF-12 act: 1.7

# (further entries)
SMILES,DAX1 inh-1,PLCb3 inh,SMARCA2 activ,NR1D1 modulator,PG9 Ab binder,HGIII-sPLA2 inh,hgDAF12 agonist,FXN GAA850 act,DAX1 inh-2,ssDAF-12 act,hcDAF-12 act
O=C(NC1(C(F)(F)F)NC(=O)N(C2CCCCC2)C1=O)c1ccco1 (stereo unspecified),2.5,3,-3,2,-1.9,6,-1.1,3.6,0.2,-1.4,-0.8
CCCS(=O)(=O)N1CCCC(C(=O)NCCc2ccc(OC)c(OC)c2)C1 (stereo unspecified),0.1,3,0,-3,-0.3,-3,-0.8,0.0,0.1,-0.8,-0.6
O=C(CCc1nc2sc3c(c2c(=O)[nH]1)CCCC3)Nc1ccccc1Cl,2.3,-21,1,4,17*,-11,-1.7,0.3,-0.1,-1.3,1.4
Cc1ccccc1C(=O)NC=C1C(=O)OC(C)(C)OC1=O,4.2*,0,-2,-3,-2.8,-2,0.2,0.6,-0.4,-0.8,1.2
COc1cccc(-c2nc(CS(=O)CC(=O)NCCCOC(C)C)c(C)o2)c1 (stereo unspecified),0.5,2,-3,0,-2.3,-3,-1.9,-0.6,-0.2,-1.1,1.1
COc1ccc(CCNC(=O)CN2C(=O)NC(CCSC)C2=O)cc1 (stereo unspecified),2.4,3,1,0,2.3,3,-2.8,1.1,-0.2,-1.3,-1.0
COc1ccc(OC)c(S(=O)(=O)N2CCN(CC(O)COc3ccccc3)CC2)c1 (stereo unspecified),0.5,-8,0,-3,-2.1,-5,-2.3,1.7,-0.7,-0.7,-2.0
COc1ccc(S(=O)(=O)N2CCC(n3cnc4cc(C(F)(F)F)ccc43)CC2)cc1,-0.3,3,0,4,0.3,-17,-1.9,4.1,-0.1,-1.2,-2.2
Cc1cc(-n2c(C)cc(C(=O)CN3C(=O)NC4(CCCCC4C)C3=O)c2C)no1 (stereo unspecified),-1.0,-5,-1,0,-1.8,-4,0.9,0.4,-0.2,-1.7,-1.2
O=C1CCCC2=C1C1(CCCC1)N=C(Nc1nc3ccccc3o1)N2,nt,-11&-5,-6&-4,21*!,-2.3&0.2,8&6,0.9&-1.7,0.4,1.2&0.9,-0.4&-0.9,0.6&-0.1
COc1ccc(C)cc1C(=O)C1CC(C(=O)O)C(C)(C)C1C (stereo unspecified),0.2,1,1,5,0.6,6,-0.5,-1.3,1.6,-0.3,-1.4

# Just ssDAF-12 act, for some of the entries so far:
molecule | ssDAF-12 act
Cc1cc(-n2c(C)cc(C(=O)CN3C(=O)NC4(CCCCC4C)C3=O)c2C)no1 (stereo unspecified) | -1.7
O=C1CCCC2=C1C1(CCCC1)N=C(Nc1nc3ccccc3o1)N2 | -0.4&-0.9
